Source: PubChem BioAssay (several laboratories)
EBV gp42 inh – blocks Epstein-Barr virus glycoprotein 42 binding; Fluorescence polarization binding assay, mP read-out; 220,000 tested, 0.42% active; inhibition, % (tested at 21.74 µM); AID 1085; in the data active = inhibition above about 50%
Target sequence (Q1HVG2 whole entry, looked up): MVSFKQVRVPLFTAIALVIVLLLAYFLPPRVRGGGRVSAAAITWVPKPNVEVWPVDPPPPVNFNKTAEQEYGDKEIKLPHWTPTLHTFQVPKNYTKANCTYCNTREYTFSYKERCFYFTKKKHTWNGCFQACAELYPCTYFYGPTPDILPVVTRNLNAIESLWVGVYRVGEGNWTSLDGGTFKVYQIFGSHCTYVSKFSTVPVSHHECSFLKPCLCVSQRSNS
Furin inh – blocks human furin protease activity; purified furin, fluorogenic substrate cleavage; inhibition, % at 30 µM; 220,000 tested, 0.061% active; AID 463115; in the data active = inhibition above about 25%; also: inactives centre near -15
14-3-3 Bad inh – disrupts binding of bovine 14-3-3 zeta to phospho-Bad peptide; TR-FRET 14-3-3zeta/Dy647-pBad peptide displacement, 1 h; P63103; 220,000 tested, 0.71% active; inhibition, % at 21.7 µM; AID 781;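 active = inhibition above about 70%, limit read from the data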;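 also: 0% = full 14-3-3 plus peptide FRET controls and 100% = background without 14-3-3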
Rad51 HR inh – Rad51 (human) homologous recombination inhibition; 200,000 tested, 0.085% active; hRad51 DNA strand exchange, fluorescence dequenching; Q06609; AID 1385; inhibition, % at 10 µM;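 active = inhibition above 40% at the single screening dose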;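 also: 0% = DMSO control wells and 100% = blanks with heterologous ssDNA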
Target sequence (Q06609 whole entry, looked up): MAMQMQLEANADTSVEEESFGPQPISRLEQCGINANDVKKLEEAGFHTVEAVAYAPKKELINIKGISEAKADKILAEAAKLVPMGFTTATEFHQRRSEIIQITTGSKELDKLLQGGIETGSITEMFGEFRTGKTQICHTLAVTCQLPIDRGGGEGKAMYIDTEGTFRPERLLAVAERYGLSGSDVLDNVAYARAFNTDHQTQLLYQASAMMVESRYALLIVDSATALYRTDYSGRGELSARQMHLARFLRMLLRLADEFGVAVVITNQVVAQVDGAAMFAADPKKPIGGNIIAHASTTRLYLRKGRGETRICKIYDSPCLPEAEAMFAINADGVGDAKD
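System: human Rad51 nucleoprotein filaments preassembled on unlabelled ssDNA. Reagent: labelled 47-mer dsDNA for strand exchange. Schedule: 30-min compound preincubation and 15-min exchange, both room temperature. Measured by: FRET fluorescence dequenching, excitation 485 nm, emission 520 nm. Read-out: Fluorescence-based percent inhibition, control- and blank-normalised. Benchmarks: plate controls and plate blanks.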
eIF4E 4G PPI – eIF4E/eIF4G interaction inhibition in translation initiation. 220,000 tested, 0.37% active. TR-FRET eIF4E-eIF4GI(517-606) binding, 2 h. inhibition, % at 21.7 µM. P63073+Q04637;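 also: 0% = full FRET control wells and 100% = background wells lacking eIF4GI fragment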
NCF1 inh – blocks human p47phox regulatory protein of NADPH oxidases | inhibition, % at 24.7 µM | 220,000 tested, 0.53% active | AID 1274 | P14598 | p47phox/p22phox peptide binding, fluorescence polarization, 2 h;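 also: 0% = p47phox with labelled peptide and 100% = labelled peptide alone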
Target sequence (P14598 whole entry, looked up): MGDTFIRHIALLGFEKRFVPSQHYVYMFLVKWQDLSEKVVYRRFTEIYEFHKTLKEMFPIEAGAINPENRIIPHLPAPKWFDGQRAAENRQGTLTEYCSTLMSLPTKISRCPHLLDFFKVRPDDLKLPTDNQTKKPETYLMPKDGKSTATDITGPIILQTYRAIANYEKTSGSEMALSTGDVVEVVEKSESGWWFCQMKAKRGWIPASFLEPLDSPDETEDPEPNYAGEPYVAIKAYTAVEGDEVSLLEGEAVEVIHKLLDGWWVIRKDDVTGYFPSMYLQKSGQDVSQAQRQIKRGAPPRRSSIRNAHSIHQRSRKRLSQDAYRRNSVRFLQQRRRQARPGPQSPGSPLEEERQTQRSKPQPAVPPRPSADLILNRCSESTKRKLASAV
thrombin 1536 – thrombin (human) inhibition. P00734. alpha-thrombin, Boc-VPR-AMC fluorogenic substrate cleavage. inhibition, % at 5 µM. 220,000 tested, 0.26% active;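 active = inhibition at or above 40%; inactive = inhibition below 40%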;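 also: 0% = enzyme with no compound and 100% = wells without enzyme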
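System – human alpha-thrombin · Medium – pH 7.5 Tris (50 mM) with NaCl 150 mM, Tween 20 0.05% · Compound – single-point dosing at 5 µM, 0.2% DMSO · Incubation – enzyme reaction carried out at room temperature · Technique – fluorescence of released AMC, ex 355 nm, em 460 nm · Read-out basis – % inhibition of thrombin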
KCC2 mod – modulators of human KCC2 chloride dependent transport. KCC2 cells, thallium flux FluoZin-2 fluorescence. 190,000 tested, 2.2% active. B-score of Tl+ flux slope (higher = more flux/activation; lower = inhibition) at 10 µM;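 active = thallium flux slope and its plate-corrected score both differing from the plate sample mean at a set confidence after two filtering rounds, in either direction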;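 also: slope of fluorescence scaled to starting intensity during 10 to 20 s after thallium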
KLK5 inh – blocks human kallikrein 5 protease activity. Q9Y337. recombinant hK5, fluorogenic AMC substrate cleavage. inhibition, % at 5 µM. 210,000 tested, 0.59% active. AID 873;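 active = inhibition of 40% or more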;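 also: 0% = enzyme controls without compound and 100% = no-enzyme blanks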
Active calls of the source: *; [ ] = another dose, or the depositor's remark.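 The calls were made as follows, unless noted: active = inhibition above about 30% (limit read from the data); inactive = the rest.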

What do the screens show for `CCOC(=O)C(CCOc1cccc(CC)c1)C(=O)OCC`?
EBV gp42 inh: -24; Furin inh: -3; 14-3-3 Bad inh: 3; Rad51 HR inh: -4; eIF4E 4G PPI: -3; NCF1 inh: 2; thrombin 1536: -4; KCC2 mod: 0.95; KLK5 inh: -9

How did Cc1cc(NC(=O)c2cccs2)n(-c2nc3ccccc3[nH]2)n1 do in these assays?
EBV gp42 inh: 16; Furin inh: -21; 14-3-3 Bad inh: 37; eIF4E 4G PPI: 1; NCF1 inh: -3; thrombin 1536: 2; KCC2 mod: 0.58

Results for CC(C)(C)S(=O)(=O)/C(C#N)=N/Nc1ccc(Cl)cc1 ?
EBV gp42 inh: -14; Furin inh: -6; 14-3-3 Bad inh: -8; Rad51 HR inh: 0; eIF4E 4G PPI: 1; NCF1 inh: -12; thrombin 1536: -3; KCC2 mod: -3.8; KLK5 inh: -5

How did COc1cccc(O)c1CN1CCCC(C(=O)c2cccc(C(F)(F)F)c2)C1 (centres undefined) do in these assays?
EBV gp42 inh: -14; Furin inh: -10; 14-3-3 Bad inh: -1; eIF4E 4G PPI: -1; NCF1 inh: -1; thrombin 1536: 1; KCC2 mod: -0.5; KLK5 inh: 4

What do the screens show for `Cc1ccc2cc3cc(C(=O)N4CCN(Cc5ccccc5)CC4)sc3nc2c1`?
EBV gp42 inh: 3; Furin inh: -9[20 µM]; 14-3-3 Bad inh: -10[fluorescence artefact?]; Rad51 HR inh: 0; eIF4E 4G PPI: -9; NCF1 inh: -5; thrombin 1536: -11; KCC2 mod: 0.4; KLK5 inh: -27

What do the screens show for `CCOc1ccc(NC(=O)NC(C)CC)cc1` (centres undefined)?
EBV gp42 inh: -14; Furin inh: -23; 14-3-3 Bad inh: -4; Rad51 HR inh: 4; eIF4E 4G PPI: 2; NCF1 inh: -6; thrombin 1536: -7; KCC2 mod: 0.35; KLK5 inh: 0

What do the screens show for `CC1CCC2C(=O)N(c3ccc(S(=O)(=O)c4ccccc4)cc3)C(=O)C2C1` (centres undefined)?
EBV gp42 inh: 2; Furin inh: -5; 14-3-3 Bad inh: -15; Rad51 HR inh: -4; eIF4E 4G PPI: 10[fluorescence artefact?]; NCF1 inh: -14; thrombin 1536: -5; KCC2 mod: 0.046; KLK5 inh: -15

What do the screens show for `O=Cc1ccc(Oc2ncccn2)cc1`?
EBV gp42 inh: 3; Furin inh: -14; 14-3-3 Bad inh: 7; Rad51 HR inh: -4; eIF4E 4G PPI: -1; NCF1 inh: 0; thrombin 1536: 3; KCC2 mod: -0.13; KLK5 inh: 4

Results for Cc1cc(C)c(NC(=O)CN)c(C)c1 ?
EBV gp42 inh: -2; Furin inh: -8; 14-3-3 Bad inh: 3; Rad51 HR inh: 29; eIF4E 4G PPI: 1; NCF1 inh: -10; thrombin 1536: -7; KCC2 mod: 1.2; KLK5 inh: -5

What do the screens show for `COc1ccccc1C(=O)NCC(=O)NC1CCCc2ccccc21` (centres undefined)?
EBV gp42 inh: -5; Furin inh: -27; 14-3-3 Bad inh: -5; Rad51 HR inh: -4; eIF4E 4G PPI: 0; NCF1 inh: -1; thrombin 1536: -4; KCC2 mod: -0.042; KLK5 inh: -1

Retrieved by compound from the list above, four records:
Results for Cc1cc(C)c(NC(=O)CN)c(C)c1 ?
EBV gp42 inh: -2; Furin inh: -8; 14-3-3 Bad inh: 3; Rad51 HR inh: 29; eIF4E 4G PPI: 1; NCF1 inh: -10; thrombin 1536: -7; KCC2 mod: 1.2; KLK5 inh: -5

What do the screens show for `Cc1ccc2cc3cc(C(=O)N4CCN(Cc5ccccc5)CC4)sc3nc2c1`?
EBV gp42 inh: 3; Furin inh: -9[20 µM]; 14-3-3 Bad inh: -10[fluorescence artefact?]; Rad51 HR inh: 0; eIF4E 4G PPI: -9; NCF1 inh: -5; thrombin 1536: -11; KCC2 mod: 0.4; KLK5 inh: -27

What do the screens show for `CCOC(=O)C(CCOc1cccc(CC)c1)C(=O)OCC`?
EBV gp42 inh: -24; Furin inh: -3; 14-3-3 Bad inh: 3; Rad51 HR inh: -4; eIF4E 4G PPI: -3; NCF1 inh: 2; thrombin 1536: -4; KCC2 mod: 0.95; KLK5 inh: -9

What do the screens show for `CCOc1ccc(NC(=O)NC(C)CC)cc1` (centres undefined)?
EBV gp42 inh: -14; Furin inh: -23; 14-3-3 Bad inh: -4; Rad51 HR inh: 4; eIF4E 4G PPI: 2; NCF1 inh: -6; thrombin 1536: -7; KCC2 mod: 0.35; KLK5 inh: 0

(next part)
How did Cc1nnc2c(NC3CCCC3)nc3ccccc3n12 do in these assays?
EBV gp42 inh: -4; Furin inh: -7; 14-3-3 Bad inh: -9; Rad51 HR inh: 26; eIF4E 4G PPI: 0; NCF1 inh: -5; thrombin 1536: 17; KCC2 mod: -0.92; KLK5 inh: 15

How did CCOC(=O)C1CCCN(CCC(=O)Nc2cccc(C)c2)C1 (centres undefined) do in these assays?
EBV gp42 inh: -29; Furin inh: -23; 14-3-3 Bad inh: -7; Rad51 HR inh: 4; eIF4E 4G PPI: 6; NCF1 inh: -51; thrombin 1536: 0; KCC2 mod: 0.32; KLK5 inh: 2

How did COc1ccccc1C(=O)N=Nc1c(O)[nH]c2ccc([N+](=O)[O-])cc12 do in these assays?
EBV gp42 inh: -13; Furin inh: 5; 14-3-3 Bad inh: 29; Rad51 HR inh: 5; eIF4E 4G PPI: 10; NCF1 inh: 3; thrombin 1536: -1; KCC2 mod: -1.4; KLK5 inh: -4

What do the screens show for `C=CCn1c(SCC(=O)c2ccccc2)nnc1-c1cc2ccccc2o1`?
EBV gp42 inh: -9; Furin inh: -11; 14-3-3 Bad inh: 17; Rad51 HR inh: 5; eIF4E 4G PPI: 0; NCF1 inh: 7; thrombin 1536: -5; KCC2 mod: -2; KLK5 inh: 1

How did CCOC(=O)c1c(N)sc2c1CCC1C(=O)N(C3CCCCC3)C(=O)C21 (centres undefined) do in these assays?
EBV gp42 inh: -6; Furin inh: -11[20 µM]; 14-3-3 Bad inh: 7; Rad51 HR inh: -10; eIF4E 4G PPI: -14; NCF1 inh: -24; thrombin 1536: -3; KCC2 mod: -0.041; KLK5 inh: -33

What do the screens show for `Cc1ccsc1/C=N/n1c(COc2ccccc2)n[nH]c1=S`?
EBV gp42 inh: 0; Furin inh: -12; 14-3-3 Bad inh: -4; Rad51 HR inh: 3; eIF4E 4G PPI: 6; NCF1 inh: 3; thrombin 1536: -3; KCC2 mod: 3.5; KLK5 inh: -9

Results for CCCCCCCCOC(=O)c1ccc(N)cc1 ?
EBV gp42 inh: -5; Furin inh: -11[20 µM]; 14-3-3 Bad inh: 2; Rad51 HR inh: 0; eIF4E 4G PPI: -1; NCF1 inh: -5; thrombin 1536: 1; KCC2 mod: -0.2; KLK5 inh: -3

Results for CC(C)(C)n1nc2c(c1NC(=O)Cc1cccc3ccccc13)CS(=O)(=O)C2 ?
EBV gp42 inh: -7; Furin inh: -10; 14-3-3 Bad inh: -6; Rad51 HR inh: 3; eIF4E 4G PPI: -1; NCF1 inh: 8; thrombin 1536: -9; KCC2 mod: -0.25; KLK5 inh: -10

Results for Cc1cccc(NC(=S)NC(=O)/C=C/c2ccco2)n1 ?
EBV gp42 inh: -10; Furin inh: 2[20 µM]; 14-3-3 Bad inh: -7[fluorescence artefact?]; eIF4E 4G PPI: -4[fluorescence artefact?]; NCF1 inh: -2; thrombin 1536: 1; KLK5 inh: -2

What do the screens show for `COc1cccc(-c2cc(C(=O)N/N=C/c3ccc(OC)c(COC(C)=O)c3)c3ccccc3n2)c1`?
EBV gp42 inh: 0; Furin inh: -13[20 µM]; 14-3-3 Bad inh: 12[fluorescence artefact?]; Rad51 HR inh: -4; eIF4E 4G PPI: -5[fluorescence artefact?]; NCF1 inh: -23; thrombin 1536: 2; KCC2 mod: 0.9; KLK5 inh: 16

What do the screens show for `O=C(Cn1nc(C(F)(F)F)c2c1CCCC2)NCCN1CCOCC1`?
EBV gp42 inh: -19; Furin inh: -15[20 µM]; 14-3-3 Bad inh: -7[fluorescence artefact?]; Rad51 HR inh: -1; eIF4E 4G PPI: -14[fluorescence artefact?]; NCF1 inh: -36; thrombin 1536: -2; KCC2 mod: 0.0074; KLK5 inh: -24

Results for Oc1ccc(C[C@H]2CNC(=S)N2CCc2cc(C(F)(F)F)cc(C(F)(F)F)c2)cc1 ?
EBV gp42 inh: -7; Furin inh: -21; 14-3-3 Bad inh: -12; Rad51 HR inh: -1; eIF4E 4G PPI: -3; NCF1 inh: -4; thrombin 1536: -1; KCC2 mod: 2.6; KLK5 inh: 4

How did CC(=O)Nc1cccc(C(=O)Nc2nc(C)cs2)c1 do in these assays?
EBV gp42 inh: -20; Furin inh: -11; 14-3-3 Bad inh: -3; Rad51 HR inh: 6; eIF4E 4G PPI: 1; NCF1 inh: -7; thrombin 1536: -6; KCC2 mod: -0.071; KLK5 inh: -6

Results for Cc1[nH][nH]c(=O)c1C(c1ccc(-c2ccc(Cl)c(C(=O)O)c2)o1)c1c(C)[nH][nH]c1=O ?
EBV gp42 inh: -7; Furin inh: -6; 14-3-3 Bad inh: 19; eIF4E 4G PPI: -3; NCF1 inh: 6; thrombin 1536: -3; KCC2 mod: -0.84; KLK5 inh: -6

What do the screens show for `CCN(CC)Cc1csc2ccc(Br)cc12`?
EBV gp42 inh: -10; Furin inh: -14[20 µM]; 14-3-3 Bad inh: 10[fluorescence artefact?]; Rad51 HR inh: 0; eIF4E 4G PPI: -3; NCF1 inh: 2; thrombin 1536: -5; KCC2 mod: -0.77; KLK5 inh: -4

Results for CN1CCN(c2c(F)cc3c(=O)c(C(=O)O)cn(CCF)c3c2F)CC1 ?
EBV gp42 inh: -3; 14-3-3 Bad inh: 2; eIF4E 4G PPI: -1; NCF1 inh: -5; KCC2 mod: 0.4

Results for Cc1cc(C)cc(NC(=O)NCc2nnc(SCc3ccccc3)n2C)c1 ?
EBV gp42 inh: -8; Furin inh: -5; 14-3-3 Bad inh: -1; Rad51 HR inh: 2; eIF4E 4G PPI: 2; NCF1 inh: -7; thrombin 1536: -3; KCC2 mod: -0.72; KLK5 inh: 0

How did N#CC1=C(N)SC(N)=C(C#N)C1c1ccc([N+](=O)[O-])cc1 do in these assays?
EBV gp42 inh: -18; Furin inh: -21; 14-3-3 Bad inh: 5; eIF4E 4G PPI: -7; NCF1 inh: -15; thrombin 1536: -4; KCC2 mod: 0.095; KLK5 inh: -28

Results for COc1cc(NC(=O)CSc2nncn2C)cc(OC)c1OC ?
EBV gp42 inh: -6; Furin inh: -6; 14-3-3 Bad inh: -5; Rad51 HR inh: 2; eIF4E 4G PPI: 5; NCF1 inh: -4; thrombin 1536: 0; KCC2 mod: 0.52; KLK5 inh: -2

Results for COc1ccc(COc2cc(-c3cccc(OC)c3)nc3ccc(NC(=O)c4ccc(OC)cc4)cc23)cc1 ?
EBV gp42 inh: -10; Furin inh: -14; 14-3-3 Bad inh: 4; Rad51 HR inh: 2; eIF4E 4G PPI: 2; NCF1 inh: -22; thrombin 1536: 0; KCC2 mod: 0.0031; KLK5 inh: -13

Outcome played no part in choosing rows. About 4.7% of those tested had a hit in this group.
